From PubChem
CDK5 inh: blocks human CDK5/p35 kinase activity; inhibition, % at 10 µM; actives 0.01% (n = 330,000); Q00535+Q15078; AID 488839; Recombinant CDK5/p35, ADP-Glo luminescence, 60 min;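 active means highest replicate inhibition of at least 50% and at least 75% of replicates reaching 50%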;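 further: plate controls were DMSO neutral control for no effect and GW8510 at 10 µM for full effect; many of its hits are not listed in these tables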
dFosB activator: enhances mouse delta FosB homodimer DNA binding | purified delta FosB, TAMRA-CDK5 oligo fluorescence polarization; percent of positive-control signal above neutral wells | activation, % at 25 µM | actives 0.99% (n = 340,000);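 active means mean activation above about 17%, with every replicate also reaching it, limit read from the data, passing the limit was not always enough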;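 further: fluorescence polarization rise as delta FosB binds a TAMRA Cdk5 AP-1 oligo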
Target sequence (P13346 whole entry, looked up): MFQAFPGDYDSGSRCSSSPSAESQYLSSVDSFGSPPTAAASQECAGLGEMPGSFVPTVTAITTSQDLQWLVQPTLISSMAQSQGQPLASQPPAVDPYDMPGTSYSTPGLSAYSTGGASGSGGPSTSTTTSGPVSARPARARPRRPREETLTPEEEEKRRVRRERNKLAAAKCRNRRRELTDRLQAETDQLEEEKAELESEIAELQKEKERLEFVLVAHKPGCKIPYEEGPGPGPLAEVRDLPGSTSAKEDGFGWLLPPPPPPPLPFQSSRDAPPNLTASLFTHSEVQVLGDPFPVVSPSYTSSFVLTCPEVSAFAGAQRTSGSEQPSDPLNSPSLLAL
DSG3 Ab inh: human desmoglein-3 autoantibody binding inhibition | binding (percent of control), % at 10 µM | DSG3-coupled beads, scFv-anti-DSG3-GFP binding, flow cytometry; stronger effect = lower value | actives 0.48% (n = 310,000);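 active means binding more than 3 SD below its plate's average and above zero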;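 further: hits lower antibody fragment binding to DSG3; some compounds called inactive have numbers as strong as hits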
SUMO Mot1 rescue: blocks SUMOylation pathway, rescuing yeast Mot1-301 growth | S. cerevisiae Mot1-301 growth rescue, ATP luminescence, 38.5C; percent above DMSO median, 100 means doubled | growth rescue, % at 18.8 µM | actives 1% (n = 320,000) | AID 2716;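 active means every valid replicate shows activation above 250% relative to neutral control wells; inactive means the rest, any valid replicate at or below 250%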;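 further: OY570 slx delta 5 strain wells were the positive control but not used for scaling; some compounds called inactive have numbers as strong as hits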
SR-BI DiI inh: mouse SR-BI HDL lipid transfer inhibition; Q61009; actives 0.96% (n = 320,000); ldlA[mSR-BI] CHO cells, DiI-HDL uptake fluorescence, 3 h; AID 488896; inhibition, % at 12.5 µM;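 active means mean replicate inhibition of at least 70% and a set share of replicates each scoring 70 or more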;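 further: 0% = median of neutral control wells and 100% = median of positive control wells; values of inactives mirror those of a sister screen read the other way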
Target sequence (Q61009 whole entry, looked up): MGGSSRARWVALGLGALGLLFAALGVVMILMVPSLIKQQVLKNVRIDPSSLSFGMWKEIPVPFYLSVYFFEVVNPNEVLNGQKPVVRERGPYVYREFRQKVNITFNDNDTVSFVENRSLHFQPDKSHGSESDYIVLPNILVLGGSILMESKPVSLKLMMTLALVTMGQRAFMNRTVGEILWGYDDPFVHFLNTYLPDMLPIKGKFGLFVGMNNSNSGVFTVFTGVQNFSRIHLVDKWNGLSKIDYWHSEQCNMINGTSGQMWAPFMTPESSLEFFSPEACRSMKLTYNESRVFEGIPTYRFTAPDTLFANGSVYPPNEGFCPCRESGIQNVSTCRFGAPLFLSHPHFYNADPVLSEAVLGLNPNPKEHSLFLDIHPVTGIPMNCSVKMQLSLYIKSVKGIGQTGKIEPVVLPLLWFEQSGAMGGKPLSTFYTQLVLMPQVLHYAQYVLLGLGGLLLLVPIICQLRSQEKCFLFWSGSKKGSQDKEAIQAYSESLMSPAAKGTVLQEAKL
PKA-R2B act: activates the human PKA-R2B holoenzyme complex; P22694+P31323; PKA-R2B holoenzyme dissociation, Cy5-IP20 fluorescence polarization; R2B truncated from residue 108, S112A mutant; 0% DMSO only, 100% 113 µM cGMP; activation, % at 11.4 µM; actives 0.079% (n = 340,000);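 active means activation above a cutoff set at the mean over all compounds plus 3 SD, cut at about 18% in these data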;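 further: higher means more holoenzyme dissociation and a rise in polarization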
PKA-R1A act: activates the PKA-R1A holoenzyme complex; P00514+P68181; PKA-R1A dissociation, Cy5-IP20 fluorescence polarization; scaled: DMSO 0%, 113 µM cGMP 100%; activation, % at 11.4 µM; actives 0.083% (n = 340,000); AID 504707;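 active means percent activation above the mean of all tested compounds plus 3 SD, cut at about 19% in these data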;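 further: higher means more PKAc released from R1A so a rise in polarization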
SR-BI uptake up: SR-BI HDL lipid transfer activation. CHO ldlA[mSR-BI] cells, DiI-HDL uptake fluorescence, 3 h; 100 = double the neutral-control signal. activation, % at 12.5 µM. actives 0.096% (n = 320,000). AID 504775;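 active means mean replicate activation of at least 60% and every replicate at or above 60%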;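 further: 0% = median plate neutral-control signal and 100% = twice that signal; values of inactives mirror those of a sister screen read the other way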
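Assay system: LDL receptor-deficient CHO ldlA cells overexpressing murine SR-BI / Medium: BSA-supplemented, HEPES-buffered Ham's F12, pH 7.4 / Probe or stimulus: DiI-labelled HDL at 10 µg/mL final / Timing: compound with DiI-HDL co-incubation, 3 h at 37 °C / Technique: bottom-read cell fluorescence after medium removal, ex 550/em 595 nm / Measure: HDL uptake via cellular fluorescence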
MITF act: increases MITF-driven TRPM1 promoter luciferase signal; SK-MEL-5 TRPM1-promoter luciferase, 24 h; % of positive control, neutral wells = 0; activation, % at 12.5 µM; actives 0.75% (n = 300,000);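 active means mean activation of at least 80% with every replicate also reaching 80%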;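 further: 0% = neutral control wells and 100% = parthenolide positive control wells; values of inactives mirror those of a sister screen read the other way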
Arrestin-AP2 inh: human beta-arrestin and AP2 interaction inhibition. FITC-arrestin peptide / GST-AP2 beads, flow cytometry; AP2 beta2 appendage carries R879A mutation. inhibition, % at 10 µM. actives 0.31% (n = 340,000). AID 504490;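 active means inhibition above a set limit, near 3 SD of compounds lacking own fluorescence, cut at about 54% in these data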;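 further: plate controls were DMSO wells for no effect and 5 µM unlabelled arrestin peptide for full effect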
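System: GST-AP2 R879A glutathione beads; medium: PBS, Tween 20 0.05%, BSA 0.1%; reagent: fluorescein-tagged arrestin peptide at 50 nM final; schedule: pre-incubation 12 min, peptide binding 1 h, room temperature; detection: flow cytometry, FL1 (488/535 nm); read-out: inhibition as reduced fluorescein signal on beads, percent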
NSD2 HMT inh: blocks human histone methyltransferase NSD2 | actives 0.54% (n = 310,000) | inhibition, % at 12.5 µM | NSD2 peptide methylation, AlphaScreen, 120 min; in the data active means inhibition above about 50%
Numbers without * were called inactive; x = not tested or not shown.

CDK5 inh,dFosB activator,molecule,DSG3 Ab inh,SUMO Mot1 rescue,SR-BI DiI inh,PKA-R2B act,PKA-R1A act,SR-BI uptake up,MITF act,Arrestin-AP2 inh,NSD2 HMT inh
0.6,-2,Cc1ccccc1NC(=O)CN(C)S(=O)(=O)c1ccc2c(c1)n(C)c(=O)c(=O)n2C,104,3,-5,-5,-10,5,2,32,-2
-2.8,-2,COC(=O)c1nc2n(n1)C(c1ccccc1OC)C1=C(CCCC1=O)N2 (configuration not stated),118,9,-10,-5,-11,10,-8,7,0
-0.1,0,Cc1ccc(-c2ccc(=O)n(CC(=O)NCc3ccco3)n2)cc1,100,14,-15,-10,3,15,0,21,0
-7.1,4,O=C(Cc1ccccc1F)NC1CCCc2ccccc21 (configuration not stated),94,41,33,-3,6,-33,17,-5,-3
-0.1,-1,Cc1cc(NS(=O)(=O)c2ccc(NC(=O)c3cccc(OC(F)F)c3)cc2)nc(C)n1,x,-4,-8,x,x,8,9,6,-1
-0.5,3,CSC1=NCCN1C(=O)c1c(F)cccc1F,104,-12,-20,-1,-5,20,0,6,-14
-0.6,2,COc1ccc(OC)c(C(=O)NC(CC(N)=O)c2ccc(NCC3CC3)c([N+](=O)[O-])c2)c1 (configuration not stated),102,2,4,7,3,-4,1,5,x
-0.2,1,COc1cc2cc(C(c3nnnn3C3CCCC3)N3CCCCCC3)c(=O)[nH]c2cc1OC (configuration not stated),103,82,-35,-1,3,35,-6,4,-2
1.2,0,O=C(O)CCN1C(=O)C2C3c4ccccc4C(c4ccccc43)[C@@H]2C1=O (some centres not stated),87,-1,x,3,-7,x,-6,35,0
1.1,1,COc1cc(OC)cc(-c2c(-c3ccc(F)cc3)c3cc(-c4ccc5c(c4)OCCO5)ccc3n2C)c1,95,1,39,3,-4,-39,-11,27,x
0.9,0,COc1ccc(-c2csc(N3C(=N)SCC3=O)n2)cc1,116,7,-15,-11,-7,15,6,10,x
-1.1,-9,CC(=O)N1N=C(c2ccccc2)CC1c1ccccc1 (configuration not stated),98,5,-4,4,-3,4,-3,4,23
-0.7,-7,CC1CN(C(=O)COC(=O)c2cccc(S(=O)(=O)N3CCc4ccccc43)c2)CC(C)O1 (configuration not stated),95,-15,5,-2,1,-5,1,9,-2
-1.1,-3,CCCCNC(=O)N(O)C1N(/N=C/c2ccccc2F)C(=S)SC1(C)C (configuration not stated),99,0,16,0,0,-16,x,8,0
-0.8,-7,O=C(CSc1nnnn1-c1ccccc1)NC(=O)NCc1ccco1,104,12,-11,3,-2,11,x,28,3
-5.3,2,CC(C)C(NS(=O)(=O)c1ccccc1)C(=O)N1CCCC1 (configuration not stated),112,-1,0,0,3,0,0,5,-5
1.4,-40,S=C(Nc1cc(Cl)cc(Cl)c1)NC1CCN(Cc2ccccc2)CC1,102,7,14,6,-7,-14,-11,46,-5
0.7,-4,COc1cccc(/C=N/NC(=O)C(=O)N2CCCC2)c1O,124,-7,-36,2,4,36,9,-8,-3
0.2,-8,COCc1ccc(C(=O)N(C)CC2CCCN(CCc3ccc(Cl)cc3)C2)o1 (configuration not stated),x,332,2,-4,-10,-2,9,-12,2
1.2,-7,O=C(OCCc1cc2ccccc2c(=O)o1)c1cccs1,106,-15,-5,-1,-18,5,93*,10,x
0.9,-2,COc1ccc(CNC(=O)CSC(=S)N2CCCC2)cc1,101,x,-18,3,-3,18,-3,1,-1
-3.9,-6,O=C(/C=C/c1ccc(Cl)cc1)NCc1ccco1,92,190,-13,10,5,13,38,-1,0
x,0,CCOc1ccc(C(=O)O/N=C(\N)c2ccc([N+](=O)[O-])cc2)cc1OCC,94,239,44,-5,-11,-44,9,-1,-5
0.0,-4,CCOCCCn1cnc2c([nH]c3cc(OC)ccc32)c1=O,x,-8,-30,0,2,30,x,4,-3

Arranged by SMILES length (descending): 12 of the compounds above
CDK5 inh,dFosB activator,molecule,DSG3 Ab inh,SUMO Mot1 rescue,SR-BI DiI inh,PKA-R2B act,PKA-R1A act,SR-BI uptake up,MITF act,Arrestin-AP2 inh,NSD2 HMT inh
1.1,1,COc1cc(OC)cc(-c2c(-c3ccc(F)cc3)c3cc(-c4ccc5c(c4)OCCO5)ccc3n2C)c1,95,1,39,3,-4,-39,-11,27,x
-0.7,-7,CC1CN(C(=O)COC(=O)c2cccc(S(=O)(=O)N3CCc4ccccc43)c2)CC(C)O1 (configuration not stated),95,-15,5,-2,1,-5,1,9,-2
x,0,CCOc1ccc(C(=O)O/N=C(\N)c2ccc([N+](=O)[O-])cc2)cc1OCC,94,239,44,-5,-11,-44,9,-1,-5
0.2,-8,COCc1ccc(C(=O)N(C)CC2CCCN(CCc3ccc(Cl)cc3)C2)o1 (configuration not stated),x,332,2,-4,-10,-2,9,-12,2
-1.1,-3,CCCCNC(=O)N(O)C1N(/N=C/c2ccccc2F)C(=S)SC1(C)C (configuration not stated),99,0,16,0,0,-16,x,8,0
1.4,-40,S=C(Nc1cc(Cl)cc(Cl)c1)NC1CCN(Cc2ccccc2)CC1,102,7,14,6,-7,-14,-11,46,-5
-5.3,2,CC(C)C(NS(=O)(=O)c1ccccc1)C(=O)N1CCCC1 (configuration not stated),112,-1,0,0,3,0,0,5,-5
0.0,-4,CCOCCCn1cnc2c([nH]c3cc(OC)ccc32)c1=O,x,-8,-30,0,2,30,x,4,-3
0.9,0,COc1ccc(-c2csc(N3C(=N)SCC3=O)n2)cc1,116,7,-15,-11,-7,15,6,10,x
0.9,-2,COc1ccc(CNC(=O)CSC(=S)N2CCCC2)cc1,101,x,-18,3,-3,18,-3,1,-1
-1.1,-9,CC(=O)N1N=C(c2ccccc2)CC1c1ccccc1 (configuration not stated),98,5,-4,4,-3,4,-3,4,23
-3.9,-6,O=C(/C=C/c1ccc(Cl)cc1)NCc1ccco1,92,190,-13,10,5,13,38,-1,0

(further entries)
CDK5 inh,dFosB activator,molecule,DSG3 Ab inh,SUMO Mot1 rescue,SR-BI DiI inh,PKA-R2B act,PKA-R1A act,SR-BI uptake up,MITF act,Arrestin-AP2 inh,NSD2 HMT inh
0.3,-5,COc1ccccc1NS(=O)(=O)c1cccc(NC(=O)Cc2cccs2)c1,119,-21,-16,-7,-7,16,-2,34,-2
1.0,-4,Cc1cccc(NC(=O)c2cc3n(n2)C(C(F)(F)F)CC(c2ccc4c(c2)OCO4)N3)c1 (configuration not stated),x,22,15,-2,-12,-15,-4,24,x
0.4,-10,O=C(CNCc1cccs1)Nc1ccc(N2CCCCCC2)cc1,106,-31,1,4,-1,-1,1,42,11
0.3,0,CCC(=O)c1ccc(N2CCCC2)c(F)c1,94,21,-23,-7,-3,23,x,13,-1
0.0,1,CCCCc1ccc(NC(=S)NCc2cccnc2)cc1,93,-12,-11,-3,-4,11,-3,0,1
-0.3,-16,COc1cccc(NC(=O)NCCCSC2CCCCC2)c1,103,1,-13,-16,-5,13,-4,0,47
0.1,-1,Nc1nnc(N2CCCCCC2)s1,102,340,-5,4,5,5,0,-11,2
-1.0,-13,Cc1cc2nnc(SCC(=O)NCc3ccco3)n2c2ccccc12,90,-24,-13,10,-4,13,-35,-3,36
0.4,-7,C/C(CC(=O)Nc1ccc2c(c1)OCCO2)=N\NC(=O)COc1ccccc1,99,11,3,-26,-2,-3,-1,-7,-1
0.3,-2,Cc1cc(C)c(NC(=O)c2cc(=O)c3ccccc3o2)c(C)c1,103,-4,8,-12,0,-8,0,-2,-2
0.0,4,COCCn1c(C)cc(C(=O)CSc2nc3ccccc3c(=O)[nH]2)c1C,103,-6,2,2,4,-2,66,21,-3
0.1,-10,COc1ccccc1C(c1nnnn1Cc1ccco1)N1CCN(c2cccc(C)c2C)CC1 (configuration not stated),105,-1,25,2,-1,-25,7,1,3
-0.9,-15,COc1ccc(NC(=O)CSc2nnc(Cc3ccccc3)c(=O)n2N)cc1,102,99,4,-1,-1,-4,-1,27,1
-0.8,2,Cc1cc(C)n2nc(C(=O)NCC(=O)Nc3ccc(F)c(F)c3)nc2n1,102,-11,4,-10,-7,-4,3,-8,-1
-0.3,0,O=C1CC(N2CCN(c3ccc(F)cc3)CC2)C(=O)N1c1ccccc1 (configuration not stated),102,32,-20,-3,-10,20,2,-16,2
-1.0,-3,CC(C)NS(=O)(=O)c1ccc(NC(=O)C(C)Oc2ccc(C(=O)c3ccccc3)cc2)cc1 (configuration not stated),93,-6,4,1,-7,-4,7,-1,-2
0.2,-1,CC1CCCCN1C(=O)COC(=O)CNC(=O)c1ccc(Cl)cc1Cl (configuration not stated),96,256,-13,1,3,13,19,-11,1
-0.9,-1,COc1ccc(-c2cc(-c3ccccc3)nc(N3CCCC3)n2)cc1OC,101,-18,61,-5,-8,-61,33,-9,-13
-0.1,2,O=C1NC2(CCCCC2)C(=O)N1Cc1cc(=O)n2ccsc2n1,100,58,-19,3,-6,19,-3,-6,-2
-0.1,0,COc1ccc(COc2cc(-c3cccc(OC)c3)nc3ccc(NC(=O)c4ccc(C)cc4)cc23)cc1,95,-4,72*,-12,2,-72,-27,-6,x
0.6,-6,Cc1nc2ccccn2c1CN(C)C(=O)C1CCC(=O)N(CCc2cccc(F)c2)C1 (configuration not stated),80,-8,5,-16,-4,-5,-4,-6,-2
0.5,-3,COc1ccc(NC(=O)CCOc2ccc(C)cc2)c(OC)c1,91,-5,-3,3,0,3,1,4,-1
0.8,4,COc1cc(NC(=O)N[C@@H](Cc2ccccc2)C(=O)O)cc(OC)c1,108,11,6,0,6,21,3,6,-3
1.1,-3,COc1ccc(S(=O)(=O)N2CCN(C(=O)C3CC(=O)N(c4ccccc4F)C3)CC2)cc1OC (configuration not stated),x,x,-25,-4,2,25,-5,8,-3
